influenza NS1A: H1N1 influenza NS1A inhibitors, functional cell based assay (AID 504329); 340,000 compounds, 0.3% hits; inhibition, % at 12.5 µM; hits with a dose series show IC50 in µM; NS1A functional cell-based assay, percent inhibition; higher % means a stronger effect; in the data active means a potency from the dose series; inconclusive means inhibition above about 27% without an active follow-up result; further: strong numbers were not always called active
H37Rv inhibition: M. tuberculosis growth inhibition, HTS (AID 449762). M. tuberculosis H37Rv growth inhibition, 7H9 media; higher % means a stronger effect. inhibition, % at 25 µM; hits with a dose series show IC50 in µM. 330,000 compounds, 0.59% hits; in the data active means a potency from the dose series; inconclusive means inhibition above about 70% without an active follow-up result;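 further: bacterial growth assessed after seven days of incubation; strong numbers were not always called active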
M. tuberculosis: growth inhibition of non-replicating M. tuberculosis (AID 488890) | Mycobacterium tuberculosis non-replicating, growth inhibition; higher % means a stronger effect | inhibition, % at 25 µM; hits with a dose series show IC50 in µM | 320,000 compounds, 0.39% hits; in the data active means a potency from the dose series; inconclusive means inhibition mostly from about 82% at the one dose, without a potency; inactive means the rest, 99 in 100 with inhibition below about 76%;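 further: plate controls were DMSO cells for no effect and high antibiotic wells for full effect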
Salmonella PhoP GFP: PhoP regulon inhibitors, Salmonella typhi PhoP promoter GFP reporter, confirmatory (AID 1850); 310,000 compounds, 0.33% hits; Salmonella Typhi PhoP-promoter GFP reporter, fluorescence, 4 h; higher % means a stronger effect; inhibition, % at 50 µM; hits with a dose series show IC50 in µM; in the data active means a potency from the dose series; inconclusive means inhibition mostly from about 25% at the one dose, without a potency; inactive means the rest, 99 in 100 with inhibition below about 19%;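 further: 0% = induced wells with vehicle and 100% = uninduced wells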
inhibitors of VEEV: inhibitors of VEEV TC-83 cytopathic effect, confirmation, Vero cells (AID 588727); Vero cells, VEEV TC-83 cytopathic effect inhibition; higher % means a stronger effect; one-dose inhibition, % at 20 µM; IC50 in µM for titrated hits; 350,000 compounds, 0.13% hits; in the data active means a potency from the dose series; inconclusive means inhibition mostly from about 14% at the one dose, without a potency; inactive means the rest, 99 in 100 with inhibition below about 12%; further: strong numbers were not always called active
inhibitors of VEEV 10K pilot screen: also measured in inhibitors of VEEV; calls as there; inhibition, %; measured here: 10K pilot screen inhibition
Active calls of the source: *; i = inactive; ? = inconclusive; / = no result given.

The opening 2 compounds, to show the layout:
SMILES	influenza NS1A	H37Rv inhibition	M. tuberculosis	Salmonella PhoP GFP	inhibitors of VEEV	others
CC(C)COc1ccc(C(=O)NC(Cc2c[nH]c3ccccc23)C(=O)NN)cc1 (stereo not drawn)	3.9%	1.2%	0.2%	2.7%	10.6%
Cc1ccc(S(=O)(=O)N2CCN(Cc3ccccn3)CC2)cc1	-8.8%	-0.3%	4.6%	8.8%	i

The whole of this part, from the first entry:
SMILES	influenza NS1A	H37Rv inhibition	M. tuberculosis	Salmonella PhoP GFP	inhibitors of VEEV	others
CC(C)COc1ccc(C(=O)NC(Cc2c[nH]c3ccccc23)C(=O)NN)cc1 (stereo not drawn)	3.9%	1.2%	0.2%	2.7%	10.6%
Cc1ccc(S(=O)(=O)N2CCN(Cc3ccccn3)CC2)cc1	-8.8%	-0.3%	4.6%	8.8%	i
COc1ccc(C(=O)N2CCOC23CCN(c2ncccn2)CC3)cc1	1.4%	1.1%	2.4%	-2.5%	i
CN(Cc1cn[nH]c1-c1cc2ccccc2o1)CC1CCOCC1	0.3%	0.1%	0.7%	3.2%	0.2%
C=CCNC(=O)c1ccc(-c2nc(-c3ccc(Cl)c(Cl)c3)cs2)cc1	-1.9%	-3.3%	0.4%	-5.1%	5.8%
O=C(COC(=O)CCc1nc2ccccc2s1)Nc1cccc(S(=O)(=O)N2CCOCC2)c1	2.5%	13.2%	6.9%	-8.8%	2.6%
CCCn1c(N)c(N(CCOC)C(=O)c2cc(Cl)nc3ccccc23)c(=O)[nH]c1=O	-5.3%	-0.2%	-12.9%	1.3%	1.3%
O=C(CCc1nnc2ccc(NCc3ccco3)nn12)Nc1cccc(F)c1	5.1%	9.6%	-3.8%	-2.9%	2.4%
Cn1c(N)c(C(=O)COC(=O)/C=C/c2cccc(C(F)(F)F)c2)c(=O)n(C)c1=O	8.9%	-3.1%	-0.6%	/	7.8%
CCOC(=O)c1ccc(NC(=O)c2cccc3c2C(=O)N(CC2CCCO2)C3)cc1 (stereo not drawn)	-0.2%	-3.5%	3.3%	-0.6%	7.2%
COC(=O)c1sccc1NC(=O)c1sccc1C	16.5%	-0.3%	1.0%	10.6%	i
CC(C)c1ccc(N=c2c([N+](=O)[O-])nn(-c3ccc4c(c3)OCCO4)n2O)cc1	3.1%	6.0%	3.0%	-2.9%	0.6%
CCN(CC)S(=O)(=O)c1cc(NC(=O)c2cc(-c3ccccn3)nc3ccccc23)ccc1C	-9.1%	?	40.2%	1.9%	5.3%
CC(CCN1CCN(c2ccc(F)cc2)CC1)c1ccccc1 (stereo not drawn)	-2.4%	6.9%	45.6%	6.3%	0.3%
CCNS(=O)(=O)c1ccc(NC(=O)Nc2cccc(OC)c2)cc1	0.4%	-10.9%	10.6%	7.8%	4.5%
CCN1CCN(S(=O)(=O)c2ccc(Oc3ccccc3OC)cc2)CC1	0.5%	5.4%	9.4%	-12.1%	i
Cc1cc(C)nc(N2CCCC(C(=O)NC3CCCC3)C2)n1 (stereo not drawn)	20.9%	2.2%	-1.5%	2.3%	2.3%
Cc1ccc2nc(C(Cl)(Cl)Cl)nc(N/N=C/c3ccncc3)c2c1	2.0%	2.7%	-5.7%	0.5%	0.9%	inhibitors of VEEV 10K pilot screen=0.9
O=C(NC(=S)N1CCCCC1)c1csc([N+](=O)[O-])c1	/	?	?	0.2%	i
Cc1ccc(C(=O)Nc2sc3c(c2C#N)CCCCC3)cc1C	7.7%	-5.5%	8.8%	-6.2%	1.4%
CCCCSc1nc2c([nH]1)c(=O)n(C)c(=S)n2C	-2.8%	/	/	/	4.1%
NS(=O)(=O)c1ccc(CCNC(=O)CCCn2c(SCC(=O)N3CCCC3)nc3ccsc3c2=O)cc1	-7.1%	-6.1%	22.1%	-9.9%	1.1%
O=C(Nc1ccccc1)C1=C[C@H](C2CCCCC2)C[C@H](OCc2ccc(CO)cc2)O1	-11.8%	8.7%	10.9%	-1.6%	3.3%
COc1cccc(CNC(=O)CCCNS(=O)(=O)c2cccs2)c1	-1.9%	0.0%	-6.9%	9.4%	0.5%
c1ccc(SCc2nc3ccccc3[nH]2)nc1	-3.5%	-4.3%	-2.2%	19.4%	i
Cc1cccc2[nH]c(CCNC(=O)C3CCC(=O)N(CCc4cccc(F)c4)C3)nc12 (stereo not drawn)	2.4%	5.0%	9.3%	-4.6%	4.8%
COC(=O)CNC(=O)C1Cc2ccccc2CN1S(=O)(=O)c1cccs1 (stereo not drawn)	-1.4%	-2.4%	0.0%	1.7%	0.2%
Cc1ccccc1NC(=O)c1c(Cl)nc(C)c(Cl)c1C	-3.0%	?	16.1%	-3.7%	i
O=C(COC(=O)/C=C/c1ccc(Br)o1)Nc1cccc(S(=O)(=O)N2CCOCC2)c1	-7.3%	9.0%	0.3%	/	2.3%
Cc1ccc2nc(NCCc3ccc(Cl)cc3)c3nncn3c2c1	4.5%	-3.5%	-17.5%	-5.3%	0.9%

Among those listed so far, these have a furan ring, fused or not.
SMILES	influenza NS1A	H37Rv inhibition	M. tuberculosis	Salmonella PhoP GFP	inhibitors of VEEV	others
CN(Cc1cn[nH]c1-c1cc2ccccc2o1)CC1CCOCC1	0.3%	0.1%	0.7%	3.2%	0.2%
O=C(CCc1nnc2ccc(NCc3ccco3)nn12)Nc1cccc(F)c1	5.1%	9.6%	-3.8%	-2.9%	2.4%
O=C(COC(=O)/C=C/c1ccc(Br)o1)Nc1cccc(S(=O)(=O)N2CCOCC2)c1	-7.3%	9.0%	0.3%	/	2.3%

More entries follow.
SMILES	influenza NS1A	H37Rv inhibition	M. tuberculosis	Salmonella PhoP GFP	inhibitors of VEEV	others
COc1ccc(CCn2c(O)c(C=NCCCn3ccnc3)c(=O)[nH]c2=O)cc1OC	-1.4%	-17.8%	-17.0%	8.5%	2.5%
CCOc1ccc(-c2c(=O)n(OCc3ccccc3Br)c3ccccc3[n+]2[O-])c(OCC)c1	-5.6%	1.1%	-1.1%	-10.9%	7.3%
CCOc1cc(CNc2nn[nH]n2)ccc1OCC(=O)NC(C)(C)C	-3.9%	4.0%	0.7%	6.0%	i
CCCCN(C(=O)c1ccc(S(=O)(=O)N(CC)CC)cc1)c1c(N)n(CCC)c(=O)[nH]c1=O	-5.7%	-1.9%	6.0%	4.0%	0.7%
COc1ccccc1NC(=O)CC1S/C(=N/N=C2\CCCc3ccccc32)NC1=O (stereo not drawn)	-1.7%	?	29.8%	-1.4%	7.8%
CSc1ncccc1C(=O)Nc1ccc2c(c1)OCCO2	-1.1%	-4.0%	2.8%	/	1.6%
COC(=O)c1nn(-c2ccccc2)c(=O)cc1Oc1ccccc1	5.0%	11.1%	-17.9%	-2.8%	i
O=C1NC(NS(=O)(=O)c2ccccc2)(C(F)(F)F)C(=O)N1Cc1ccccc1 (stereo not drawn)	2.4%	0.1%	-15.5%	6.1%	0.8%
CCOC(=O)c1cc(S(=O)(=O)N2CCN(c3ccccc3OC)CC2)cn1C	1.9%	1.6%	-9.5%	3.8%	4.6%
COc1ccc(-c2[nH]n(-c3ccc([N+](=O)[O-])cc3)c(=O)c2C=NCc2ccncc2)cc1	11.5%	9.5%	20.8%	3.1%	6.5%
O=C(CN(Cc1ccco1)C(=O)CNS(=O)(=O)c1ccc(Cl)cc1)NCC1CCCO1 (stereo not drawn)	-2.5%	-6.9%	-5.9%	4.8%	0.4%
Cc1ccc(NC(=O)CSc2nc(N)cc(=O)[nH]2)cc1S(=O)(=O)N1CCCCCC1	1.3%	-1.3%	27.3%	/	5.4%
Cc1cc(C)c(S(=O)(=O)/N=C2\C=CC(=O)C(Cl)=C2)c(C)c1	-42.7%	3.5%	-3.2%	1.5%	i
O=C(CNC(=O)c1ccco1)N/N=C/c1c[nH]c2ccccc12	-1.0%	-4.8%	-1.9%	3.0%	0.7%
O=C(Nc1cccc(-c2ccc(N3CCOCC3)nn2)c1)c1ccccc1	-1.8%	22.1%	3.7%	-0.9%	3.3%
Cc1ccc(/C=C/C(=O)O)cc1S(=O)(=O)Nc1ccc(C(=O)O)cc1	-3.6%	0.7%	1.3%	15.7%	0.7%
CC(=O)OCC1(C)CN(c2ccccc2)N(C(=O)c2ccc(F)cc2)C1=O (stereo not drawn)	2.4%	37.7%	46.8%	1.2%	0.5%
COc1ccc(N(CC(=O)N/N=C/c2ccc3c(c2)OCO3)S(=O)(=O)c2ccccc2)cc1	/	-0.1%	2.3%	-3.6%	/
CNC(=O)C1CC(=O)N(CCc2ccccc2)C(=Nc2ccc(OC)cc2)S1 (stereo not drawn)	3.7%	-0.9%	1.0%	-6.2%	9.3%
COc1ccc(S(=O)(=O)NCCCc2ccccc2)cc1	-0.6%	15.0%	40.3%	2.9%	i
Cn1cc(C(=O)OCC(=O)NC2CCCC2)c2ccccc21	-1.0%	0.9%	-1.9%	/	0.6%
Oc1ccc(CC2CC3CCN2CC3)cc1O (stereo not drawn)	-6.3%	-0.1%	-10.0%	-0.3%	6.2%
COC(=O)C1=C(C)N(CC2CC2)C(=O)N[C@H]1c1ccccc1	6.4%	-0.8%	9.1%	2.8%	0.3%
CCOC(=O)c1ccccc1NC(=O)COC(=O)c1ccc(OCC(=O)N2CCOCC2)c(OCC)c1	-6.6%	/	/	/	7.0%
O=C(c1ccc(Cl)c(S(=O)(=O)N2CCCCC2)c1)N1CCN(c2ccccc2)CC1	-0.9%	-3.6%	14.0%	-4.9%	6.0%
O=C(NNS(=O)(=O)c1ccc(F)cc1)c1sccc1-n1cccc1	-16.4%	4.9%	-10.7%	-22.0%	1.6%
COc1ccc(-c2[nH]c(-c3ccccc3)nc2SCC(=O)NCc2ccco2)cc1OC	4.9%	3.7%	13.7%	2.7%	2.0%
CCOP(=O)(C1=C(O)C(=O)C(C(C)(C)C)=CC1=O)c1ccccc1 (stereo not drawn)	0.6%	/	/	/	4.1%
Cc1cccc(N(C(=O)c2nsc(Cl)c2Cl)C(C(=O)NC2CCCC2)c2ccc(O)cc2)c1 (stereo not drawn)	-3.3%	-12.7%	45.3%	-6.3%	0.3%
CN(C)CCCNCCNC(=O)/C=N\O	10.7%	-1.6%	-3.8%	-0.7%	0.7%

Reprinted from the part before: 2 compounds, followed by the next part.
SMILES	influenza NS1A	H37Rv inhibition	M. tuberculosis	Salmonella PhoP GFP	inhibitors of VEEV	others
Cc1cccc(N(C(=O)c2nsc(Cl)c2Cl)C(C(=O)NC2CCCC2)c2ccc(O)cc2)c1 (stereo not drawn)	-3.3%	-12.7%	45.3%	-6.3%	0.3%
CN(C)CCCNCCNC(=O)/C=N\O	10.7%	-1.6%	-3.8%	-0.7%	0.7%
O=C(COc1cccnc1[N+](=O)[O-])NCCc1ccc(Cl)cc1	-5.3%	0.4%	-1.0%	0.7%	i
CCN(C(=O)CCc1nc(-c2ccc(OC)cc2)no1)c1cc(OC)ccc1OC	-2.8%	-1.9%	5.2%	16.3%	9.4%
COc1ccc(-c2nc(CS(=O)(=O)CC(=O)NCc3ccc(F)cc3)c(C)o2)cc1	2.5%	4.5%	3.0%	-3.0%	0.6%
CC1CC(C)CN(S(=O)(=O)c2ccc3c(c2)oc(=O)n3CC(=O)NCCCOC(C)C)C1 (stereo not drawn)	0.2%	-0.4%	12.4%	1.9%	4.2%
CCCCn1c(N)c(N(CC(C)C)C(=O)C2CC(=O)N(c3ccc4c(c3)OCCO4)C2)c(=O)[nH]c1=O (stereo not drawn)	-3.5%	0.8%	1.5%	3.4%	4.8%
COc1ccc(Nc2nnc(SCC(=O)NC(=O)Nc3ccc4c(c3)OCCO4)s2)cc1	11.6%	1.9%	3.5%	-18.8%	i
COC(=O)[C@]1(Cc2ccccc2)N[C@H](CN(C)C(=O)NC(C)C)[C@@H]2C(=O)N(C)C(=O)[C@@H]21	-26.6%	5.7%	1.0%	/	i
O=C(NNS(=O)(=O)c1cccc(Cl)c1Cl)c1cccc(S(=O)(=O)N2CCOCC2)c1	-5.3%	5.0%	26.6%	-4.2%	2.1%
CCCCN(CCCC)S(=O)(=O)c1ccc(N2CCCC2=O)c([N+](=O)[O-])c1	7.0%	-4.6%	?	3.9%	4.8%
CCC(C)(C)NC(=O)C(c1ccc(OC)cc1)N(Cc1ccco1)C(=O)CCC(=O)Nc1cc(C)on1 (stereo not drawn)	-5.4%	-2.6%	3.0%	-3.4%	2.2%	inhibitors of VEEV 10K pilot screen=3.0
CC(CC(=O)C1C(C)C=CCC1(C)C)NNC(N)=O (stereo not drawn)	0.6%	1.2%	-8.4%	10.0%	i	inhibitors of VEEV 10K pilot screen=0.4
COc1ccccc1N1C(=O)CC(Sc2ncccc2C(=O)O)C1=O (stereo not drawn)	-8.2%	1.0%	-4.9%	-1.5%	2.3%
CC(C)OC(=O)CSc1nc(N)c(C#N)c(-c2cccs2)c1C#N	-22.5%	-8.5%	53.0%	-9.8%	3.8%

Source: PubChem
